# Screening data deposited in PubChem BioAssay by National Center for Advancing Translational Sciences (NCATS).
# EPAC1 antagonist: qHTS for Antagonist of cAMP-regulated guanine nucleotide exchange factor 3 (EPAC1): primary screen. Rap guanine nucleotide exchange factor 3 (Homo sapiens), O95398. EPAC1 GEF assay, Rap1b-BODIPY-GDP exchange fluorescence. Potency, µM (top dose mostly 115 µM), for the others: at the top dose activity change, negative = inhibition, usual class: inhibitors. 360,000 compounds, 0.14% hits;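 also: potency is read from the fitted curve at half-maximal effect; plate controls were vehicle for no effect and positive control for full effect; nearly all actives have a fitted effect of over 50% in size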
# PI5P4Ka inh: qHTS for Inhibitors of phosphatidylinositol 5-phosphate 4-kinase (PI5P4K) | Phosphatidylinositol 5-phosphate 4-kinase type-2 alpha (Homo sapiens), P48426 | PI5P4Kalpha enzyme, ADP-Glo luminescence, 60 min; hits give low values | max response, % | 330,000 compounds, 1.2% hits | AID 652105, 2013; active = max response of -50% or lower; inconclusive = between -30% and -50%; inactive = -30% or higher; also: value at the top dose of about 77 µM; % is scaled to controls: 0 for no effect and ±100 for the full control effect
# Target sequence (P48426 whole entry, looked up): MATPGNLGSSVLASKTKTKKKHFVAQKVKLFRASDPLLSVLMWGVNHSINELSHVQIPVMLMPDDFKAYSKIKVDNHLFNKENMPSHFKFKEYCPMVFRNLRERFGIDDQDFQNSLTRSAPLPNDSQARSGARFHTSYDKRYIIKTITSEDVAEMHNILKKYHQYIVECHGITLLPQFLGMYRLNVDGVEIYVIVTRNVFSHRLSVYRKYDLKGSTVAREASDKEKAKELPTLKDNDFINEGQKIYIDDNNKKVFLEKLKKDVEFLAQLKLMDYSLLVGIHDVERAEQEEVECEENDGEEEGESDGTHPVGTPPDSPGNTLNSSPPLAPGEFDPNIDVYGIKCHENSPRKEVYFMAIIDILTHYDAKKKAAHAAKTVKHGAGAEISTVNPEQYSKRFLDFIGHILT
#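 Luminescence from ADP-Glo served as readout of PI5P4Kalpha activity in a qHTS format. Reaction: enzyme, substrate, compound, ATP at 5 microM final, 60 min at RT.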
# EPAC1 ag: qHTS for Agonist of cAMP-regulated guanine nucleotide exchange factor 3 (EPAC1): primary screen; Rap guanine nucleotide exchange factor 3 (Homo sapiens), O95398; 360,000 compounds, 0.073% hits; EPAC1 agonist qHTS, biochemical assay; response scale: 100% = response to 6.5 mM cAMP; Potency, µM (series often up to 154 µM), for the others: top-dose activation, usual class: activators; also: potency is read from the fitted curve at half-maximal effect; nearly all actives have a fitted effect of over 60% in size
#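 Multi-concentration qHTS readout: loss of Rap1B-bound BODIPY-GDP fluorescence driven by 100 nM EPAC1 with excess GDP (50 uM), monitored kinetically at room temperature; agonist response expressed relative to 6.5 mM cAMP.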
# GLP-1R agonist: qHTS of GLP-1 Receptor Agonists; Glucagon-like peptide 1 receptor (Homo sapiens), P43220; HEK293 GLP-1R CRE-luciferase, luminescence, 4-6 h; cells express a hypersensitive GLP-1R form; Potency, µM (highest dose often 45.6 µM), without a hit: top-dose activation, most hits filed as activators; 380,000 compounds, 0.007% hits; AID 624172, 2012; also: potency is read from the fitted curve at half-maximal effect; % of control where 0% means no effect
# Target sequence (P43220 whole entry, looked up): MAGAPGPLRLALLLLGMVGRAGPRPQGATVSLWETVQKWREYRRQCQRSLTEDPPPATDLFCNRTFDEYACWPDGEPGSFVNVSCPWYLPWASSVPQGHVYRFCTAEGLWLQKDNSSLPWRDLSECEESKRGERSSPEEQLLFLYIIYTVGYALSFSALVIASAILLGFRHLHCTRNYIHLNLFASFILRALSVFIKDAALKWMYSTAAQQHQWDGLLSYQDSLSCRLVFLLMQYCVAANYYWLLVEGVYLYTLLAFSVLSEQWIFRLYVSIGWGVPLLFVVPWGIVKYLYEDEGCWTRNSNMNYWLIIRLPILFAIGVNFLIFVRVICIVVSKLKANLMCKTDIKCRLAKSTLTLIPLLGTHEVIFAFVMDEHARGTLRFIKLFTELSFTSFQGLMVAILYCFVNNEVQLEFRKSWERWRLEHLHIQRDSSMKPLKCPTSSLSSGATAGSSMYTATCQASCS
# HEK293 tox: qHTS of GLP-1 Receptor Inverse Agonists: Cytotox Screen; HEK293 cAMP-luciferase reporter cells, luminescence, 24 h; Potency, µM (top dose mostly 38.3 µM), for the others: at the highest dose activity change, negative = inhibition, actives largely listed as inhibitors; AID 624418, 2012; 410,000 compounds, 0.13% hits;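 also: loss of luciferase light is scored as toxicity; potency is read from the fitted curve at half-maximal effect; % is scaled to controls: 0 for no effect and ±100 for the full control effect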
#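 Here, cytotoxicity is scored as loss of luminescence. The MLSMR collection was tested on cells seeded in medium containing 10% Nu serum, with a 24 hr compound exposure preceded by 12 hours of culture.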
# GLP-1R inv ag: qHTS of GLP-1 Receptor Inverse Agonists (Inhibition Mode); HEK293 GLP-1R CRE-luciferase, luminescence, 24 h; GLP-1R form is constitutively active; Potency, µM (highest dose often 38.3 µM), inactives show at the highest dose activity change, negative = inhibition, hits mostly inhibitors; Glucagon-like peptide 1 receptor (Homo sapiens), P43220; 410,000 compounds, 1.6% hits; also: potency is read from the fitted curve at half-maximal effect; % is scaled to controls: 0 for no effect and ±100 for the full control effect; nearly all actives have a fitted effect of over 55% in size
#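 Luminescence readout: a drop in cAMP-driven luciferase signal flags inverse agonism at a constitutively active GLP-1R stably expressed in HEK293. Compound exposure lasted 24 hr at 37 deg C, 5% CO2.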
# PLK1 PBD inh: qHTS for Inhibitors of PLK1-PDB (polo-like kinase 1 - polo-box domain): Primary Screen; Serine/threonine-protein kinase PLK1 (Homo sapiens), P53350; Plk1 PBD binding of FITC phosphopeptide, fluorescence polarization; Potency, µM, without a hit: max response, negative = inhibition, actives largely listed as inhibitors; 360,000 compounds, 2.8% hits; also: potency is read from the fitted curve at half-maximal effect; series mostly up to about 57 µM; % is scaled to controls: 0 for no effect and ±100 for the full control effect; nearly all actives have a fitted effect of over 65% in size
# IL-2 act: qHTS of IL-2 Activators | AID 652025, 2013 | IL-2 activation reporter assay, cell-based qHTS; stimulated with anti-CD3/CD4/CD28 beads; in transgenic mouse T cells | 360,000 compounds, 0.065% hits | activation, % (series mostly up to about 46 µM); in the data active = activation above about 50%; inconclusive = mostly about 30% to 49%; also: 0% is about no effect
#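 Using fluorescent plate cytometry, EGFP and DsRed are detected in transgenic mouse T cells stimulated 18 h at 37 degrees C with antibody-coated beads after 60 min compound pretreatment.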
# PTHR1 ag: qHTS for PTHR1 Agonists: Primary Screen | Potency, µM (series often up to 115 µM), inactives show top-dose activation, most hits filed as activators | HEK293 GP2 PTHR1 cells, GloSensor cAMP luminescence, 1 h | Parathyroid hormone/parathyroid hormone-related peptide receptor (Homo sapiens), Q03431 | 410,000 compounds, 0.075% hits; also: potency is read from the fitted curve at half-maximal effect; nearly all actives have a fitted effect of over 55% in size; some results filed as inactive show a strong effect at the top dose; inactives centre near -15; many of its hits are not listed in these tables
#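 HEK-293-derived GP2 cells expressing PTHR1 and a GloSensor cAMP reporter, 3,000/well, plated overnight, given luciferin plus IBMX (each 0.5 mM as added) for 1 h at 37 °C, then compound for 1 h at 37 °C. Luminescence was read after 15 min at room temperature.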
# Numbers without * were called inactive; i = inactive; ? = inconclusive; nt = no result given; & = joins results of further samples; [ ] = another dose, or the depositor's remark. Unless noted, calls follow the shape of the dose curve; as a rule, active = well fitted curve in the direction sought with a large enough effect; inconclusive = small, poorly fitted or top-dose-only effect, or another doubt; inactive = no such curve, though single readings can be large; an effect the other way counts as inactive or inconclusive. These rows are one share of the data (hit frequency here may not be typical).
Structure,EPAC1 antagonist,PI5P4Ka inh,EPAC1 ag,GLP-1R agonist,HEK293 tox,GLP-1R inv ag,PLK1 PBD inh,IL-2 act,PTHR1 ag
C/C=C/C(=O)OCC(=O)Nc1ccc(OC)c(OC)c1,5%,0,-3%,5%,-9%,5%,1%,-0.9,i
O=C(c1cc([N+](=O)[O-])cc([N+](=O)[O-])c1)N(Cc1nnc(-c2ccccc2Cl)o1)C1CC1,-4%,-1,-12%,13%,6%,-31%,-9%,-1.2,-1%
COCCn1cnc2c1c(=O)n(CC(=O)Nc1cc(C)on1)c(=O)n2Cc1ccccc1,2%,1,16%,-1%,-7%,-14%,1%,-0.2,i
COc1ccccc1N1CCN(CCCNC(=O)Cn2ncc3c([nH]c4ccccc43)c2=O)CC1,2%,3,2%,0%,3%&1%,?,-13%,-2.0,-1%
COc1ccc(CC(=O)Nc2cccc(S(=O)(=O)N3CCCCC3)c2)cc1,-7%,-2,6%,11%,-4%,?,6%,1.3,-30%
Cc1ccccc1S(=O)(=O)NC(=O)C1(C)CCN1C(=O)COc1ccc(Cl)cc1 (stereo not drawn),11%,1,1%,0%,1%,-16%,-3%,-0.5,-1%
COCCN1C(=O)COc2ccccc2C1C(=O)Nc1ccc2c(c1)OCCO2 (stereo not drawn),7%,-3,3%,1%,-3%,23%,2%,-0.9,-7%
CC(C)(C)c1ccc(/C=C(\C#N)C(=O)Nc2ccccn2)cc1,-1%,0,18%,-5%,0%,37%[activator],-7%,-1.9,-26%
Cc1ccc(/C=N/NC(=O)c2c(-c3ccccc3)noc2C)o1,14%,-4,-3%,-3%,0%,1%,0%,-1.2,i
O=C(CS(=O)(=O)c1cn(Cc2ccc(Cl)cc2)c2ccccc12)N1CCOCC1,7%,0,-7%,12%,-7%,-19%,-10%,0.2,-33%[inhibitor]
CN(CC(=O)Nc1ccc(S(=O)(=O)N2CCCC2)cc1)Cc1ccc(Cl)cc1Cl,0%,4,5%,?,-20%,?,2%,-0.7,-15%
CC(C)NC(=S)N/N=C/c1ccc(C(C)(C)C)cc1,-24%,-1,8%,0%,?,?,5%,-0.7,-35%
O=C(CC1S/C(=N/N=C/C=C/c2ccccc2)NC1=O)Nc1ccc(Cl)c(Cl)c1 (stereo not drawn),-20%,-7,-7%,-9%,-12%,-11%,-1%,2.0,i
COc1ccnc(-n2cccc2C=O)c1C#N,-2%,-4,7%,7%,5%[7.66 µM],17%[7.66 µM],-14%,1.1,-23%
CCCCn1c(=O)n(CC(O)c2ccccc2)c(=O)c2c1ncn2C1CCCC1 (stereo not drawn),-16%,1,1%,-3%,-9%,?,-7%,-0.8,-3%[57.5 µM]
COc1ccc(C)cc1S(=O)(=O)N1CCN(C(=O)c2ncoc2-c2ccc(F)cc2)CC1,-5%,3,6%,3%,22%,-6%,-13%,1.7,-65%[inhibitor]
Nc1nccnc1C(=O)OCC(=O)Nc1ccc2[nH]c(=O)[nH]c2c1,-17%,-10,-5%,-10%,4%,-4%,-2%,-3.2,-21%
CCN(CC)S(=O)(=O)c1ccc(NC(=O)c2ccccc2N(C)S(C)(=O)=O)cc1,14%,1,4%,-12%,-9%,6%,-8%,3.6,-4%[57.5 µM]
O=C(N/N=C/c1ccco1)C1CC1(c1ccccc1)c1ccccc1 (stereo not drawn),-12%,-22,0%,-19%,-3%,10µM*,-10%,-0.1,-41%[inhibitor]
COCCN1C[C@@H](CO)O[C@@H](n2cnc3c(NCCCO)ncnc32)C1,-18%,-4,10%,-5%,5%,-1%,-7%,-0.6,-4%
CCc1ccc(N(CC(=O)NCc2ccco2)C(=O)CCC(=O)Nc2ccccn2)cc1,-12%,4,1%,13%,-1%,1%,2%,0.0,i
Cc1ccccc1Nc1nnc(SCC(=O)Nc2ccccc2[N+](=O)[O-])s1,-24%,?,12%,16%,-6%,-8%,-21%,-5.9,i
COc1ccc(/C=C/C(=O)NCCc2ccc(OC)c(OC)c2)cc1,0%,3,3%,8%,-14%,2%,-7%,0.4,i
Cc1[nH]c(=O)[nH]c(=O)c1S(=O)(=O)Nc1ccc(Cl)c([N+](=O)[O-])c1,10%,-5,-11%,1%,4%,3%,7%,0.2,i
Cc1noc(C)c1NC(=O)NCCN1CCN(Cc2ccccc2)CC1,?,8,-7%,-3%,9%,-12%,-1%,-0.3,i
COc1ccc(/C(O)=C2/C(=O)C(=O)N(c3nc(C)c(C)s3)C2c2ccco2)cc1 (stereo not drawn),-11%,1,-4%,-1%,67%[activator],0%,-23%,-0.9,i
CCCN(CCC)S(=O)(=O)c1ccc(Cl)c(OC)c1,?,-4,-3%,5%,5%,?,-16%,-0.4,-6%
Cc1ccc(-c2nn3c(-c4ccco4)nnc3c3ccccc23)cc1S(=O)(=O)NCC1CCCO1 (stereo not drawn),-2%,-2,2%,16%,21%,33%[activator],-29%,3.0,-14%
C/C(Cn1cnc([N+](=O)[O-])n1)=N/NC(=O)COc1ccccc1Cl,-1%,-1,10%,6%,-2%,-22%,0%,4.3,i
Cc1c(C(=O)NC(C)C)c(-c2ccccc2)nn1-c1ccccc1,-11%,-2,12%,0%,-4%,-18%,-20%,-1.3,-18%
CN(C)C(=O)c1ccc(-c2nnc(NCc3ccccc3)c3ccccc23)cc1,-3%,3,1%,-4%,-19%,-22%,-6%,0.0,-16%
CC1C(=O)NC(=O)C1c1ccccc1 (stereo not drawn),9%,0,7%,-1%,0%,2%,2%,-0.6,i
O=C(CN1C(=O)C(=O)N(C2CCCC2)C1=O)NCCc1ccc(F)cc1,-5%,-8,-6%,9%,3%,2%,-4%,0.7,i
Cc1nc(-c2ccc(NC(=O)Cc3ccccc3)cc2)cs1,-14%,5,-2%,12%,15%,-2%,-1%,-2.5,i
CC(C)(CO)CNC(=O)CCc1nnc(-c2ccc(-c3ccccc3)cc2)o1,-8%,-6,-2%,0%,0%,-6%,-11%,0.8,i
CCOC(=O)c1ccc(NC(=O)CN2C(=O)CSC2=O)cc1,7%,nt,4%,3%,-5%,1%,-2%,1.5,0%[57.5 µM]
O=C(CCCN1C(=O)/C(=C\c2ccccc2)SC1=S)Nc1ccc(O)cc1C(=O)O,-10%,-15,-6%,-4%,-10%,-1%,-16%,-0.5,i
O=C(CNC(=O)COc1ccccc1)NCc1cccnc1,4%,-6,-3%,1%,?,17%,6%,1.8,i
CCCS(=O)(=O)Nc1cccc(-c2ccc3nnc(C)n3n2)c1,-24%,-1,-9%,11%,0%,36%[activator],?,-0.6,i
COc1ccc(C(=O)N/C(=C\c2ccc([N+](=O)[O-])cc2)C(=O)NC(CCSC)C(=O)O)cc1 (stereo not drawn),-20%,4,-4%,-5%,7%,20%,-4%,-0.4,4%
CCOc1ccc(C(=O)NC(=S)N(Cc2ccccc2)Cc2ccccc2)cc1,-2%,nt,3%,-11%,0%,0%,-9%,-1.7,i
CCn1c(SCC(=O)Nc2cccc(OC)c2)nc2ccccc2c1=O,-24%,8,-6%,-5%,-2%,9%,-9%,1.6,?
O=C(CCCCCn1c(=S)[nH]c2ccc(N3CCOCC3)cc2c1=O)NCCc1ccccc1,-6%,-5,-6%,1%,5%,-14%,-12%,1.5,5%
C/C(=N\Nc1ccccc1)c1cccc(N)c1,-5%,1,2%,3%,3%,?,-21%,3.8,i
Cc1ccc(S(=O)(=O)Cn2nnnc2C(CC(C)C)N2CCN(c3ccc(F)cc3)CC2)cc1 (stereo not drawn),-5%,2,5%,-7%,-9%,-6%,-2%,4.5,i
COc1ccc(C=NOCC(=O)OCC(=O)Nc2ccc(OC)cc2)cc1,1%,-7,3%,-5%,-14%,4%,3%,-2.8,i
CCN(CC)CCn1c2c(c(SCC(=O)Nc3cc(C)on3)nc1=O)CCCC2,9%,0,-2%,1%,-9%,-19%,2%,6.8,-29%
Cc1ccc(NC(=O)c2ccc(OC(=O)COc3cccc(Cl)c3)cc2)cc1,2%,2,3%,-21%,7%,11%,-3%,0.0,i
CCOc1ccc2nc(SCC(=O)NC3CC3)sc2c1,-13%,-1,13%,14%,-7%,43%[activator],-7%,-1.0,i
Cc1ccc(C(=O)N/C(=C\c2ccc(-c3ccc(Br)cc3)o2)C(=O)NCCCN(C)C)cc1,-15%,-20,1%,0%,?,?,-6%,-0.9,i
CC1(C(=O)NS(=O)(=O)c2ccc(Br)cc2)CCN1C(=O)Cc1cccs1 (stereo not drawn),-18%,6,7%,-4%,-4%,-7%,-5%,0.2,3%
CCC(=O)NN1CCc2cc3ccc(C)cc3nc21,4%,12,8%,4%,-10%,21%,-9%,-0.4,i
CC(C)C12CN3CC(C(C)C)(CN(C1)C3c1ccc([N+](=O)[O-])o1)C2=O (stereo not drawn),-3%,6,2%,10%,-11%,22%,-6%,2.9,i
